CHRM5 antagonist – blocks acetylcholine activation of human M5 receptor; CHO-hM5 cells, Fluo-8 calcium fluorescence, ACh EC80; inhibition, % at 3 µM; 360,000 compounds, 0.59% hits;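 active = inhibition above a per-plate cutoff, the mean of that plate's test compounds plus 3 SD, cut at about 27% in these data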;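 note: 0% = acetylcholine EC80 with DMSO and 100% = DMSO without agonist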
Target sequence (P08912 whole entry, looked up): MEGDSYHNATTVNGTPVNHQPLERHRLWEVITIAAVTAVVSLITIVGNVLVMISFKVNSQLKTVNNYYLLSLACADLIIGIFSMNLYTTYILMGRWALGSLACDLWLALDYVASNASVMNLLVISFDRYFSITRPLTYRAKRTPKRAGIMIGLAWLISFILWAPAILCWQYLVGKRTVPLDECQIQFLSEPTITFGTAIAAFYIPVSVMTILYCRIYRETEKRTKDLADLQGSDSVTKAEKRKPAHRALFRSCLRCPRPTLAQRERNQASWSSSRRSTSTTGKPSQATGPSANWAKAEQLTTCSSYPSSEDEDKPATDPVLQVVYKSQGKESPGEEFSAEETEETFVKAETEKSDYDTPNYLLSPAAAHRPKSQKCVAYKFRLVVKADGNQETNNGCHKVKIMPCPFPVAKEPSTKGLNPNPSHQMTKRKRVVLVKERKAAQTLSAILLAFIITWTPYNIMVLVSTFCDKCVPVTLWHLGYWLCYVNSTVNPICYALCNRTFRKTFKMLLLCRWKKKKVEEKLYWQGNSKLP
CRFBP-R2 agonist – agonists of human CRF-binding protein/CRF-R2 receptor complex; HEK293 CRF-R2/CRF-BP, calcium dye fluorescence (FLIPR); percent of saturating CRF peptide response; activation, % at 13.2 µM; 350,000 compounds, 0.46% hits; AID 588473;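 active = activation of at least 50%, plus an integration ratio under a set limit after plate pattern correction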;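 note: plate controls were neutral control wells without compound for no effect and CRF at EC100 for full effect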
CRFBP-R2 block – antagonists of CRF-binding protein/CRF-R2 receptor complex. HEK293 CRF-R2/CRF-BP, CRF-induced calcium fluorescence. inhibition, % at 11.8 µM. 350,000 compounds, 0.59% hits. AID 588475;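 active = inhibition of the ligand-induced calcium signal above about 50% at the single tested concentration, limit read from the data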
CHRM4 PAM – positive allosteric modulators of human muscarinic M4 receptor; CHO-K1 hM4/Gqi5, Fluo-8 calcium fluorescence, ACh EC20; 0% = ACh EC20, 100% = maximal ACh; activation, % at 3 µM; 360,000 compounds, 0.4% hits; AID 624126;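 active = activation above its plate's cutoff, the mean activation of sample wells plus 3 SD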; note: some results filed as inactive read as strong as hits
Target sequence (P08173 whole entry, looked up): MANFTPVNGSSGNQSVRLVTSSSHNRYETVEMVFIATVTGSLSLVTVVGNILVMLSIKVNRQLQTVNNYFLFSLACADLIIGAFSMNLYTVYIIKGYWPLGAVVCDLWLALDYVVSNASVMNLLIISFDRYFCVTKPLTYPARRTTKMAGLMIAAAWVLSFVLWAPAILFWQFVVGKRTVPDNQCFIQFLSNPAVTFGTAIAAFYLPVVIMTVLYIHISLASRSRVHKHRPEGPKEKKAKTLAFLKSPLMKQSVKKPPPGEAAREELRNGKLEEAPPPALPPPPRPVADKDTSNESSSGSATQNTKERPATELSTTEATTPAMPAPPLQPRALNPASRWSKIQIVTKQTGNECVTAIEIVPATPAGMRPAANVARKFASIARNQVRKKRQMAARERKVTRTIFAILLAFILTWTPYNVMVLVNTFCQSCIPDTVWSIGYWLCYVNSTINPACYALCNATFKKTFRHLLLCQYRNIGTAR
M5 PAM – positive allosteric modulators of human muscarinic M5 receptor. P08912. CHO-K1 hM5, Fluo-8 calcium, ACh EC20 PAM; 0% = ACh EC20, 100% = ACh EC100. AID 624038. 360,000 compounds, 0.3% hits. activation, % at 3 µM;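 active = activation above the run cutoff, the mean activation of all test compounds plus 3 SD, cut at about 18% in these data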
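System – CHO-K1 hM5 cells · Compound – 3 µM, single dose · Incubation – compound preincubation 140 s before EC20 acetylcholine addition · Technique – Fluo-8 calcium fluorescence · Measure – Max/basal fluorescence ratio as % of EC20–EC100 ACh window · Benchmarks – low control EC20 acetylcholine (0%), high control EC100 acetylcholine (100%) · Replication – singlicate, one well per test compound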
TAAR1 agonist – human TAAR1 agonism | 360,000 compounds, 0.99% hits | Q96RJ0 | CHO RD-HGA16 TAAR1, Fluo-8 calcium fluorescence; vehicle wells 0%, saturating PEA agonist 100% | activation, % at 3 µM;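 active = activation above the mean activation of all test compounds in the run plus 3 SD, cut at about 38% in these data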
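Assay system – CHO-derived RD-HGA16 cells with stable Gα16 and human TAAR1 · Compound dosing – one-point dosing at 3 µM (nominal) · Incubation – 17-24 h seeding, 75 min 37 °C dye, 30 min RT · Measured by – kinetic Fluo-8 calcium fluorescence · Control set – DMSO vehicle as 0%, PEA at EC100 as 100% · Repeats – single well for each compound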
M5 ag – agonists of human muscarinic M5 receptor (CHRM5). activation, % at 3 µM. CHO-K1 hM5 cells, Fluo-8 calcium fluorescence; 0% DMSO wells, 100% maximal acetylcholine response. 360,000 compounds, 0.19% hits. AID 624037. P08912;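 active = activation above the run's mean over test compounds plus 3 SD, cut at about 23% in these data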;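 note: signal is peak over basal fluorescence ratio across the kinetic read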
TAAR1 antagonist – antagonists of human TAAR1; CHO RD-HGA16 TAAR1, Fluo-8 calcium fluorescence, antagonist; Q96RJ0; AID 624466; inhibition, % at 3 µM; 360,000 compounds, 1.5% hits;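 active = inhibition above a per-plate cutoff, the mean inhibition of test compounds on that plate plus 3 SD, cut at about 49% in these data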;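 note: 0% = DMSO plus EC80 beta-PEA response and 100% = DMSO alone without agonist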
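Assay system: RD-HGA16 CHO cells with stable hTAAR1 and Gα16 / Reagent: EC80 β-phenethylamine stimulus / Doses: 3 µM, single point / Timing: dye loading 75 min at 37 °C, then 30 min room temperature / Measured by: Fluo-8 intracellular calcium dye fluorescence, real-time kinetic reads / Controls: vehicle wells and EC80 agonist wells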
M1 PAM parental – counter-screen for M1 PAMs: effect in parental CHO-K1 cells; activation, % at 3 µM; ATP EC20, Fluo-8 calcium fluorescence; 0% at ATP EC20, 100% at ATP max; 360,000 compounds, 0.02% hits; AID 602247;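 active = activation above the run cutoff, the mean activation of all test compounds plus 3 SD, cut at about 40% in these data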;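 note: peak over basal fluorescence ratio in a 140 s read after ATP addition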
* marks the source's active call; other numbers are inactive results; · = no result given.

compound	CHRM5 antagonist	CRFBP-R2 agonist	CRFBP-R2 block	CHRM4 PAM	M5 PAM	TAAR1 agonist	M5 ag	TAAR1 antagonist	M1 PAM parental
COc1ccc2c(c1)CCN(C(=O)CCl)C2C1C(=O)CCCC1=O (centres undefined)	10	2.1	-6	14	-4	5	7	-3	-12
CCCCNC(=O)C1C2C=CC(C2)C1C(=O)O (centres undefined)	-8	0.4	1	13	2	42*	-1	-5	27
COc1cc2c(cc1OC)C(c1cc3ccc(C)cc3[nH]c1=O)N(C(=O)c1ccco1)CC2 (centres undefined)	0	0.4	-5	-3	6	2	-2	-4	8
CCC(C(=O)O)n1c2ccccc2c2cn[nH]c(=O)c21 (centres undefined)	7	8.8	21	2	-1	7	0	-10	20
O=C(Nc1ccccc1)c1cccc(S(=O)(=O)NCc2ccco2)c1	6	0.7	-25	2	4	5	-3	-7	-4
CCOc1ccc(-c2c(C(=O)N/N=C/c3ccc(C)cc3)nnn2-c2nonc2N)cc1	10	1.4	-49	-4	1	122*	9	34	23
COc1ccc(CN(CC2CCCO2)C(=O)CN2C(=O)COc3ccccc32)cc1OC (centres undefined)	5	-1.9	3	-9	-26	15	-2	11	21
Cc1ccc(OC(=O)C(F)(F)F)c2c1NCCC2	0	-0.3	-3	0	0	0	-1	-5	11
Cc1ccc(S(C)(=O)=O)cc1C(=O)OCC(=O)N1CCCC1=O	2	-0.1	-3	3	0	2	3	-6	-3
COc1ccc(OC)c(CN2CCC(Cc3ccccc3)CC2)c1	-4	-0.7	-8	-8	-2	1	-13	12	15
COc1ccccc1CC(=O)Nc1ccc(F)cc1F	2	-2.1	8	-7	-2	7	-7	2	12
CCC(O)(C(=O)Nc1ccccc1C(F)(F)F)c1ccccc1OC (centres undefined)	8	-1.4	5	9	8	9	-3	-16	9
Clc1ccccc1OCCn1nnc2ccccc21	0	1.3	1	-2	5	4	-4	-5	-4
COc1ccc(CCNS(=O)(=O)c2ccc(S(=O)(=O)N3CCCC3)cc2)cc1OC	-1	5.8	8	-4	-13	9	3	7	11
CSCCC(NC(=O)c1ccccc1)C(=O)OCC(=O)c1ccc[nH]1 (centres undefined)	-1	1.0	3	1	-1	0	0	0	12
Cc1ccc(NC(=O)CN2c3cccc4cccc(c34)S2(=O)=O)cc1	8	-0.4	-8	11	2	2	-2	18	-21
O=C(COC(=O)c1ccc([N+](=O)[O-])o1)Nc1cccc(S(=O)(=O)N2CCOCC2)c1	1	-0.9	-5	-11	-4	0	-1	7	13
CCOc1ccc2ccccc2c1CNCCN1CCOCC1	-8	1.3	-6	10	-8	9	-4	-10	18
CCN1C(=O)/C(=C/N(C(C)=O)c2ccccc2)N(c2ccccc2)C1=S	6	1.0	-32	3	3	0	0	-10	-4
CN(C)S(=O)(=O)c1ccc(C(=O)Nc2ccc3nc(N4CCOCC4)sc3c2)cc1	-3	4.2	-16	21	4	3	5	-21	11
CCCCOC(=O)C1=C(C)NC(=O)NC1c1ccc(OC)cc1 (centres undefined)	-9	-0.5	-2	1	18*	3	-2	-7	10
CC(C)(C)c1nc(CN2CCCCC2)cc(CN2CCCCC2)c1O	-10	-0.2	81*	-3	3	12	-10	-4	7
O=[N+]([O-])/C(C(Cl)=C(Cl)Cl)=C(/Sc1ccccc1)N1CCCCC1	5	-0.3	-1	-9	4	6	0	-21	13
CCCCn1c(N)c(N(CC(C)C)C(=O)CN(C)S(=O)(=O)c2ccc(F)cc2)c(=O)[nH]c1=O	7	0.0	-3	6	-7	2	3	-9	-1
Clc1ccc2c(c1)C(N1CCNCC1)Cc1ccccc1S2 (centres undefined)	97*	0.9	-41	-15	-30	·	-10	·	12
CN(C)Cc1c(C(=O)N/N=C/c2ccc(OCc3ccc(F)cc3)cc2)nnn1-c1nonc1N	-8	1.6	-6	8	18	0	4	-2	3
COc1ccc(-c2csc(/C(C#N)=C(\O)CSc3nccn3C)n2)cc1OC	5	2.0	13	-1	-5	-2	1	5	4
Cc1c(C(=O)NCc2cccc(C(F)(F)F)c2)sc(=O)n1Cc1cccc(F)c1	-1	·	·	-7	2	4	0	-10	-5
O=C(CCc1nc2ccccc2c(=O)[nH]1)N1CCN(S(=O)(=O)c2ccc(F)cc2)CC1	8	0.6	-6	-2	0	0	-4	-11	3
O=C(CN1CCCCCC1)Nc1nc2ccccc2s1	3	0.2	-2	-1	0	1	-3	-8	12
CC1CCN(C(=O)Cn2c(=O)oc3cc(S(=O)(=O)N4CCCCC4)ccc32)CC1	-13	-1.0	15	2	7	2	-2	-14	-10
COc1cccc(NC(=O)CCc2c(C)nc3nc(CNC(=O)c4cccc(F)c4)nn3c2C)c1	12	-0.3	13	0	-6	2	-3	3	-2
Cc1cccc2c1CC(C)(C)N=C2C1=C(O)CC(C)(C)CC1=O	13	0.2	-9	0	-5	15	-1	-18	11
O=C(O)c1ccccc1C(=O)Nc1c(-c2ccccc2)nc2ccccn12	1	1.2	6	-1	-1	1	0	-13	3
CC(=O)C(Sc1ccc2nnc(-c3cccnc3)n2n1)C(C)=O	11	-1.3	0	0	-3	0	-1	19	11
CN(C1CCCCC1)C(CNS(=O)(=O)c1ccc(Cl)cc1)c1ccccc1 (centres undefined)	9	3.4	-1	-3	-4	0	-5	-15	13
COc1cc(Nc2ccc(C(=O)O)cc2[N+](=O)[O-])cc(OC)c1	1	-0.6	1	3	0	2	-4	0	18
C=CCC(O)(CC=C)CNC(=O)c1ccc(OC)c(OC2CCN(C(C)=O)CC2)c1	10	4.0	-1	4	-1	1	0	-21	21
CCN(CCCNC(=O)CC(C(=O)N1CCc2ccccc21)n1ccnc1)c1ccccc1 (centres undefined)	4	1.6	6	-9	-5	7	-2	-7	11
O=C(COc1ccc(Br)cc1)NC(=S)Nc1ccccc1N1CCOCC1	-2	4.0	-45	2	0	7	-6	-13	6
O=C(Cn1cnc2scc(-c3ccc(Br)cc3)c2c1=O)N1CCOCC1	-5	-0.3	0	-3	5	3	0	-10	-10
O=C(Nc1cccc2c1CCCC2)c1cccc(F)c1	8	0.8	0	-4	-2	9	-6	-29	-4
CSCCC(NC(=O)c1cccc(C)c1)C(=O)OCC(=O)Nc1c(C)nn(-c2ccccc2)c1C (centres undefined)	-7	-0.5	3	0	-7	4	-1	0	-7
C=CCN(C(=O)c1csnn1)C(C(=O)NC1CCCC1)c1ccccc1 (centres undefined)	10	-0.1	-3	10	2	-1	-3	-16	9
O=C(c1scc2c1CCCC2)N1CCCCC1	-12	0.5	3	-4	1	4	-10	-5	11
Cn1c(C(=O)Nc2ccccc2)cc2sccc21	-2	-2.1	10	1	-3	10	-3	-3	16
COc1ccccc1-c1cc2nc(NCCc3ccc(S(N)(=O)=O)cc3)ccn2n1	12	·	·	-15	-11	4	0	56*	-14
CCCCNC(=O)c1nc(-c2cccnc2)oc1-c1ccc(OC(F)(F)F)cc1	-6	·	·	4	5	-1	-2	-13	·
COc1ccc(C(=O)NCCN2CCOCC2)cc1S(=O)(=O)Nc1ccc(C)cc1	6	-0.4	-8	2	4	-2	-1	10	7
CC(=O)OCCNc1cc(N2CCN(C)CC2)c2noc3c2c1C(=O)c1ccccc1-3	7	-1.7	44	3	-5	-1	1	5	-4

Some of these compounds in order of their number in CHRM4 PAM, rising.
| SMILES | CHRM5 antagonist | CRFBP-R2 agonist | CRFBP-R2 block | CHRM4 PAM | M5 PAM | M5 ag | TAAR1 antagonist |
| --- | --- | --- | --- | --- | --- | --- | --- |
| COc1ccc(OC)c(CN2CCC(Cc3ccccc3)CC2)c1 | -4 | -0.7 | -8 | -8 | -2 | -13 | 12 |
| Cc1ccc(OC(=O)C(F)(F)F)c2c1NCCC2 | 0 | -0.3 | -3 | 0 | 0 | -1 | -5 |
| COc1ccc(C(=O)NCCN2CCOCC2)cc1S(=O)(=O)Nc1ccc(C)cc1 | 6 | -0.4 | -8 | 2 | 4 | -1 | 10 |

Continued.
compound	CHRM5 antagonist	CRFBP-R2 agonist	CRFBP-R2 block	CHRM4 PAM	M5 PAM	TAAR1 agonist	M5 ag	TAAR1 antagonist	M1 PAM parental
CNC(=O)c1c(NC(=O)c2ccc3ncsc3c2)sc(C)c1C	-1	-4.4	5	3	7	1	-2	-2	-12
CCC1(CC)Cc2ccccc2-c2nc3ccccc3c(=O)n21	-6	2.8	-39	0	-7	11	-2	-9	-11
Cc1ccc(S(=O)(=O)N/N=C\c2ccc([N+](=O)[O-])o2)cc1C	-9	0.6	3	5	10	2	-4	-14	17
COc1ccc(Nc2cc3n(c(=O)n2)CCc2cc(OC)c(OC)cc2-3)c(C)c1	5	-4.1	42	-6	0	0	-6	-17	0
Cn1c(O)c(N=NC(=N)N)c2ccccc21	11	0.4	10	-2	1	-2	0	0	2
Nc1ccccc1C(=O)Nc1cccc(C(=O)O)c1	6	0.2	13	6	-2	0	0	-17	-5
CCOc1ccc(C=NC23CN4CN(CN(C4)C2)C3)cc1	12	1.1	1	2	-9	-2	2	30	9
CCOC(=O)C1CCN(C(=O)c2cc3ccccc3oc2=O)CC1	-1	2.0	9	5	-2	2	4	2	3
C=CCn1c2ccccc2c(=O)c2cc(C#CC[C@@H](C)O)ccc21	16	-1.8	4	2	-2	4	-12	9	14
CCOC(=O)c1ccc(NC(=O)CNNC(=O)COc2ccccc2C)cc1	2	1.4	-10	4	11	1	-2	-18	9
CCCC(NC(=S)NCC1CCCO1)C12CC3CC(CC(C3)C1)C2 (centres undefined)	5	-2.6	0	-2	2	2	-3	-4	22
Cc1ccsc1/C=N/N1CCN(C2c3ccccc3-c3ccccc32)CC1	-1	-1.8	-4	23	9	10	-3	-32	20
O=C(C1CCN(S(=O)(=O)c2cccc3cccnc23)CC1)N1CCN(c2ccc(Cl)cc2)CC1	13	0.2	-2	-10	-23	11	9	15	12
CCOc1ccc(C(=S)N2CCOCC2)cc1OCC	2	0.8	7	2	1	1	-3	-12	23
CC(C)CCN(C(=O)CNC(=O)c1cccs1)C(C(=O)NC1CCCC1)c1ccncc1 (centres undefined)	-1	0.2	-7	-1	12	6	4	11	12
O=C(Nc1ccc2c(c1)OCO2)c1sc2cc(Cl)ccc2c1Cl	-2	1.0	3	1	4	-1	-1	-10	14
O=C(Cn1nc(-c2ccc(Cl)cc2)c2ccccc2c1=O)Nc1cccnc1	-7	-0.6	10	8	11	12	-2	-12	11
O=C(CSc1nc(=O)n2cc(Cl)ccc2n1)NCCc1ccccc1	0	-0.4	16	10	0	50*	1	8	2
CNC(=O)c1cc(C(=O)c2ccccc2C(F)(F)F)c[nH]1	10	12	-37	-2	-6	9	2	-17	11
CCOc1ccc(S(=O)(=O)Nc2nc3ccccc3nc2Cl)cc1	3	-1.0	11	-2	-3	0	-1	0	-10
